# Assay outcomes as filed in PubChem BioAssay.
# OPRM1-OPRD1 ag = agonists of OPRM1-OPRD1 heterodimerization, primary screen, cell-based, luminescence. Mu-type opioid receptor (Homo sapiens) + Delta-type opioid receptor (Homo sapiens), …. cells. activation, % at 9.3 µM. hit rate 0.3% among 340,000. AID 504326, 2011; in the data active means activation above about 18%;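 further: 0% = vehicle-treated cells and 100% = reference agonist; values of inactives mirror those of a sister screen read the other way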
# PKA-R1A activ = activators of PKA-R1A holoenzyme, primary screen, biochemical, fluorescence polarization, Cy5-IP20, bovine R1A, mouse PKAc. cAMP-dependent protein kinase type I-alpha regulatory subunit (Bos taurus) + …. PKA-R1A dissociation; scaled: DMSO 0%, 113 µM cGMP 100%. activation, % at 11.4 µM. hit rate 0.083% among 340,000. AID 504707, 2011;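 active means percent activation above the mean of all tested compounds plus 3 SD, cut at about 19% in these data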;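 further: higher means more PKAc released from R1A so a rise in polarization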
# PfHsp90 set2 = growth inhibition of PfHsp90-expressing yeast, primary screen, antimalarial PfHsp90 inhibitor project, S. cerevisiae, BacTiter-Glo luminescence, single point, set 2; hit rate 0.32% among 310,000; BacTiter-Glo ATP, 48 h; yeast lacking PDR1 and PDR3 efflux regulators; inhibition, % at 9.4 µM;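 active means every replicate shows inhibition above about 80%, whatever the replicate mean, limit read from the data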;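 further: 0% = DMSO neutral controls and 100% = 20 µM radicicol positive controls; yeast relying on Plasmodium falciparum Hsp90 in place of its own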
# HTR5A inv ctr = HTR5A inverse agonists in luminescence cell assay, primary screen, counter-screen for OPRM1-OPRD1 heterodimer inverse agonist project, full-deck HTS. inhibition, % at 9.3 µM. 5-hydroxytryptamine receptor 5A (Homo sapiens), P47898. hit rate 0.083% among 340,000. HTR5A cell line, inverse agonism; in the data active means inhibition mostly above about 23%, no sharp cut-off; inactive means mostly below about 18%;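 further: 0% = cells with DMSO and 100% = no-cell wells with DMSO; some compounds called inactive have numbers as strong as hits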
# Target sequence (P47898 whole entry, looked up): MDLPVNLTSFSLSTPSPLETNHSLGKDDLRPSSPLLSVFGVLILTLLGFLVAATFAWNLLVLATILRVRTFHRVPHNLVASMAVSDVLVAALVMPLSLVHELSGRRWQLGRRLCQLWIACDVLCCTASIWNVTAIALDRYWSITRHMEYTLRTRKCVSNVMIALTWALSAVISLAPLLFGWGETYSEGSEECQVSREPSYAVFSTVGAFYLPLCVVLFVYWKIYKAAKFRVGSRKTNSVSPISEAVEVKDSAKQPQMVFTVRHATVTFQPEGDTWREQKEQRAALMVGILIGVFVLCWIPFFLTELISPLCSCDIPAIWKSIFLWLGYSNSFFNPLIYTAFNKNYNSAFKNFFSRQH
# SUMO Mot1 rescue = yeast Mot1-301 growth rescue at high temperature, primary screen, SUMOylation pathway inhibitor project, S. cerevisiae, ATP luminescence, 38.5C. S. cerevisiae Mot1-301 growth rescue; percent above DMSO median, 100 means doubled. hit rate 1% among 320,000. growth rescue, % at 18.8 µM;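 active means every valid replicate shows activation above 250% relative to neutral control wells; inactive means the rest, any valid replicate at or below 250%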;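 further: OY570 slx delta 5 strain wells were the positive control but not used for scaling; some compounds called inactive have numbers as strong as hits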
# PKA-R2B activ = activators of PKA-R2B holoenzyme, primary screen, biochemical, fluorescence polarization, Cy5-IP20, human. hit rate 0.079% among 340,000. cAMP-dependent protein kinase catalytic subunit beta (Homo sapiens) + cAMP-dependent …. activation, % at 11.4 µM. AID 504700, 2011. PKA-R2B holoenzyme dissociation; R2B truncated from residue 108, S112A mutant; 0% DMSO only, 100% 113 µM cGMP;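 active means activation above a cutoff set at the mean over all compounds plus 3 SD, cut at about 18% in these data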;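 further: higher means more holoenzyme dissociation and a rise in polarization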
# Target sequence (P31323 whole entry, looked up, other chains not shown, the tested form may be a part): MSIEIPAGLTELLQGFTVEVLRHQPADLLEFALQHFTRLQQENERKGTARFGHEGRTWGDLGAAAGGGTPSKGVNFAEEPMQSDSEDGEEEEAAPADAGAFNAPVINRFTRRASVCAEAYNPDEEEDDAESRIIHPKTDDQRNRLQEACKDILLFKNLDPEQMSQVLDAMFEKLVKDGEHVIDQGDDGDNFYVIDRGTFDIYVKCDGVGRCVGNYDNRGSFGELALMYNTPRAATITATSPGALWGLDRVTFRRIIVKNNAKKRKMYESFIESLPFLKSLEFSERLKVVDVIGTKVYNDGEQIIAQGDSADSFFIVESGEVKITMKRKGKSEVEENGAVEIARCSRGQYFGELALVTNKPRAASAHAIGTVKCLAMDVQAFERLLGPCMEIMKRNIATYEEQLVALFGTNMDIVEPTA
# OPRM1-OPRD1 inv = inverse agonists of MOR-DOR heterodimerization, primary screen, cell-based, luminescence; inhibition, % at 9.3 µM; Mu-type opioid receptor (Homo sapiens) + Delta-type opioid receptor (Homo sapiens), …; hit rate 0.21% among 340,000; cell-based MOR-DOR heterodimer luminescence, inverse agonism; in the data active means inhibition above about 22%, passing the limit was not always enough;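 further: 0% = cells with DMSO and 100% = wells without cells with DMSO; values of inactives mirror those of a sister screen read the other way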
# phage Ecoli inh = growth loss of phage-infected E. coli, primary screen, RecBCD inhibitor project, absorbance, with phage, HTS; inhibition, % at 11.9 µM; AID 651602, 2012; hit rate 0.26% among 360,000; in the data active means inhibition above about 11%
# E coli growth = E. coli V3065 growth inhibition, primary screen, counter-screen for AddAB inhibitor project, absorbance, OD600; 18 h; inhibition, % at 11.9 µM; hit rate 0.27% among 330,000; AID 449728, 2010;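 active means inhibition above the campaign's mean inhibition across all tested compounds plus 3 SD, cut at about 9.9% in these data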;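 further: uninfected addAB+ strain grown without phage in ampicillin broth; 0% = DMSO wells and 100% = ciprofloxacin 0.95 µg/ml wells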
# Tat export inh = E. coli Tat export inhibitors, primary screen, MC4100, TorA-mCherry reporter, fluorescence, single point | inhibition, % at 10 µM | hit rate 0.036% among 340,000 | AID 488895, 2010;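 active means mean replicate inhibition at least 50% and at least half of replicates individually reaching 50%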;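 further: exported cargo escapes ClpAP degradation while cytoplasmic cargo is degraded and loses fluorescence; 0% = median of neutral control wells and 100% = median of NaSCN control wells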
# AddAB inh = growth inhibition of E. coli expressing H. pylori AddAB, primary screen, AddAB inhibitor project, absorbance; hit rate 0.29% among 330,000; AID 435030, 2010; inhibition, % at 11.9 µM; in the data active means inhibition above about 12%;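 further: 0% = vehicle wells of infected cells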
# * = called active by the depositor; nt = no result given.
SMILES,OPRM1-OPRD1 ag,PKA-R1A activ,PfHsp90 set2,HTR5A inv ctr,SUMO Mot1 rescue,PKA-R2B activ,OPRM1-OPRD1 inv,phage Ecoli inh,E coli growth,Tat export inh,AddAB inh
CC1(C)NC(=O)N(CCCC(=O)Nc2ccc(C(F)(F)F)cc2)C1=O,-1.2,-8,19,-11,nt,-6,5,0.9,-1.0,-4,2.6
COC(=O)c1ccc(C(=O)OC)c(NC(=O)CN(C)Cc2ccccc2)c1,0.2,-4,4,9,-12,-3,-1,0.9,-2.3,-1,-1.7
CC(O)CNC1c2ccccc2CC1O (stereo unspecified),2.5,1,-8,-14,nt,-6,-11,3.0,nt,-6,nt
Cn1cc([N+](=O)[O-])c(C(=O)N2CCCCCC2)n1,-1.2,-9,7,2,2,3,6,1.2,-0.6,-1,-0.1
O=C(c1ccc(NS(=O)(=O)c2cccc(C(F)(F)F)c2)cc1)N1CCCC1,-3.2,5,12,21,-13,-4,11,-0.2,nt,4,nt
CCn1c(SCC(=O)Nc2nnc(C)s2)nc2c(c1=O)SC(C)C2 (stereo unspecified),-1.8,1,0,12,2,-3,11,2.0,4.0,-7,-2.2
C[C@]12CCC(=O)C=C1CCC1C2CC[C@@]2(C)C1CCC21OCCO1 (stereo partly specified),1.2,-14,-1,-10,-20,-5,-6,2.2,0.6,15,-1.6
CCCN1CCN(C(=O)CCNC(=O)Cn2cnc3ccccc3c2=O)CC1,0.1,-8,16,-14,17,5,-1,2.1,2.3,2,2.9
O=C(NCCO)/C(=C\c1ccc2c(c1)OCO2)NC(=O)c1ccc(Br)cc1,-2.0,-4,-7,-4,12,8,12,2.4,-1.7,8,-1.4
Cc1cc(NC(=O)/C(C#N)=C/c2ccc(-c3ccc(SC(F)F)cc3)o2)n(-c2ccccc2)n1,4.3,1,-31,-3,-3,4,-31,3.1,-0.9,-5,0.2
Cn1ccnc1C1CCCCN1Cc1nc(-c2ccc(Cl)cc2)no1 (stereo unspecified),-3.9,-6,18,-10,91,-7,21,1.1,-0.2,-13,-2.4
CCCNC(=O)c1ccccc1NC(=O)C1=CSCCO1,-2.6,-1,17,0,-7,2,13,1.6,0.9,-4,2.5
Cc1c(NC(=S)NC(=O)c2ccc(-c3ccc(Cl)cc3)o2)cccc1C(=O)O,-2.8,-3,-35,9,4,-1,14,1.1,2.7,3,4.6
COCCCNC(=O)c1cn(Cc2c(F)cccc2Cl)nn1,-0.4,-12,12,3,-22,-2,2,1.8,-2.4,1,0.3
COc1ccc(Cl)cc1NC(=O)COC(=O)C1CCCCC1,1.5,-6,7,-36,7,-6,-6,2.1,0.0,-3,1.2
Cc1ccc(NC(=O)CN(C)S(=O)(=O)c2cnc[nH]2)c(C)c1,-1.2,-7,-7,12,411,-11,6,-0.8,1.9,-2,2.6
CC1(C)CC(=O)C(C=NCc2ccc3c(c2)OCO3)=C(O)C1,0.1,8,-10,-4,nt,2,0,3.3,0.5,-3,1.8
Nc1cc(=O)[nH]c(SCC(=O)N2CCCc3ccccc32)n1,-4.3,-6,nt,14,-12,4,21,1.6,1.5,-3,3.1
CCCCn1nnc(NC(=O)COc2ccc(Cl)c(C)c2)n1,-0.8,-6,nt,4,52,-9,4,4.8,0.1,-4,3.9
Cc1ccc(C(C)C)cc1OCCCCN1CCCC1,1.1,5,18,-4,320*,-7,-6,1.2,0.5,2,1.5

# Of the compounds above, these have fluorine.
SMILES,OPRM1-OPRD1 ag,PKA-R1A activ,PfHsp90 set2,HTR5A inv ctr,SUMO Mot1 rescue,PKA-R2B activ,OPRM1-OPRD1 inv,phage Ecoli inh,E coli growth,Tat export inh,AddAB inh
CC1(C)NC(=O)N(CCCC(=O)Nc2ccc(C(F)(F)F)cc2)C1=O,-1.2,-8,19,-11,nt,-6,5,0.9,-1.0,-4,2.6
O=C(c1ccc(NS(=O)(=O)c2cccc(C(F)(F)F)c2)cc1)N1CCCC1,-3.2,5,12,21,-13,-4,11,-0.2,nt,4,nt
Cc1cc(NC(=O)/C(C#N)=C/c2ccc(-c3ccc(SC(F)F)cc3)o2)n(-c2ccccc2)n1,4.3,1,-31,-3,-3,4,-31,3.1,-0.9,-5,0.2
COCCCNC(=O)c1cn(Cc2c(F)cccc2Cl)nn1,-0.4,-12,12,3,-22,-2,2,1.8,-2.4,1,0.3

# Looked up above.
# Under phage Ecoli inh, COCCCNC(=O)c1cn(Cc2c(F)cccc2Cl)nn1 has 1.8
# Under E coli growth, COc1ccc(Cl)cc1NC(=O)COC(=O)C1CCCCC1 has 0.0

# (further entries)
SMILES,OPRM1-OPRD1 ag,PKA-R1A activ,PfHsp90 set2,HTR5A inv ctr,SUMO Mot1 rescue,PKA-R2B activ,OPRM1-OPRD1 inv,phage Ecoli inh,E coli growth,Tat export inh,AddAB inh
CC(Sc1nc2ccccc2s1)C(=O)N(C)Cc1ccccc1 (stereo unspecified),1.2,-8,18,-6,21,-12,-6,-0.2,-0.6,8,1.7
COc1ccccc1CN(CC(=O)NCc1ccc2c(c1)OCO2)C(=O)c1csnn1,0.0,12,9,7,-15,-16,0,0.0,-1.1,-6,3.4
C/C=C/c1ccc(OCC(=O)Nc2ccc(OC)c(OC)c2)c(OC)c1,-1.8,-11,11,5,169,-14,8,5.4,-2.9,-8,0.7
CCOC(=O)C1C(=O)NC(N2CCc3ccccc32)=NC1c1ccccc1 (stereo unspecified),-1.3,-3,15,-14,39,-5,6,2.1,0.8,-9,-0.6
CCN1C(=O)/C(=C2\SC(=S)N(c3c(C)n(C)n(-c4ccccc4)c3=O)C2=O)c2ccccc21,6.4,0,-13,-6,-4,-2,-36,1.2,0.9,-2,-1.3
CCc1cccc(CC)c1-n1c(SCC(=O)N2CCCc3ccccc32)nc(O)cc1=O,0.6,-3,nt,-1,-5,-5,-3,1.5,1.1,1,-0.4
CCN1CCN(CC2COc3ccccc3O2)CC1 (stereo unspecified),-0.9,5,-25,6,-21,8,4,1.2,1.0,1,1.3
O=C(NCC1(N2CCCCC2)CCCCC1)c1cccc(S(=O)(=O)Nc2ccccc2Cl)c1,2.3,4,2,-2,nt,7,-10,2.2,nt,-7,nt
CCOC(=O)c1cc2c(=O)n3ccccc3nc2n(Cc2ccco2)c1=NC(=O)c1ccccc1OC,-1.1,-13,-14,-3,-3,-9,5,1.7,1.4,-4,-0.9
O=C(OCCN1CCOCC1)c1ccc2c(c1)OCCO2,-1.5,-8,5,-49,nt,-3,8,4.2,0.6,2,0.8
O=C(COC(=O)C1(c2ccc(F)cc2)CCCC1)NCc1ccc2c(c1)OCO2,1.8,-3,-11,7,-21,-8,-13,3.3,2.0,4,0.7
Cc1noc(C)c1COc1ccccc1C(=O)N(C)CC(=O)Nc1ccc(F)c(F)c1F,-1.9,11,-4,-8,-7,-6,8,-0.8,-1.9,-4,-0.6
COc1ccc(N(CCC#N)S(=O)(=O)c2cccc3nsnc23)cc1,-4.2,-8,-23,-2,41,-4,21,2.0,4.3,-1,2.2
COc1ccc(/C=C(\C)C(=O)c2c(C)cc(C)[nH]c2=O)cc1,-1.1,2,35,-4,-6,11,6,1.5,0.8,-8,1.2
CC1=Nc2cc(C(=O)NCCCOC(C)C)ccc2Sc2ccccc21,-1.6,-7,-113,-14,-23,-2,8,0.9,-0.6,6,-0.3
COc1ccccc1-c1nc2cc3ccccc3cc2nc1-c1ccccc1OC,0.7,-5,9,13,-9,-6,-5,4.5,-0.7,-3,-0.1
Cc1ccccc1OCC(=O)Nc1nc(-c2ccncc2)cs1,2.5,-3,-7,-11,34,1,-11,0.0,-1.8,-1,0.7
CCC(=Nc1ccc(N)cc1)C1=C(O)C(C(=O)OC)C(C)(C)CC1=O (stereo unspecified),4.4,4,-2,0,-12,-12,-24,-0.7,-2.3,-8,3.2
Cc1cccc2sc(NC(=O)CNS(=O)(=O)c3ccc(Br)s3)nc12,5.5,-8,-14,-17,12,-7,-29,3.8,2.3,19,2.8
CC(=O)Nc1ccc(S(=O)(=O)N2CCN(c3cccc(C)c3C)CC2)cc1,2.2,-9,-16,-4,-17,-7,-13,1.4,0.3,1,0.6
CC(=O)Nc1ccc(C(=O)CSc2nccc(=O)[nH]2)cc1,nt,nt,-17,nt,34,nt,nt,4.9,2.5,-9,2.5
CN(Cc1ccc(F)cc1)C(=O)C(c1ccccc1)c1ccccc1,1.9,-3,-1,-4,9,-6,-16,1.0,1.1,9,2.6

# Part of the list above, reduced to AddAB inh and PKA-R2B activ.
canonical_smiles | AddAB inh | PKA-R2B activ
O=C(OCCN1CCOCC1)c1ccc2c(c1)OCCO2 | 0.8 | -3
O=C(COC(=O)C1(c2ccc(F)cc2)CCCC1)NCc1ccc2c(c1)OCO2 | 0.7 | -8
Cc1noc(C)c1COc1ccccc1C(=O)N(C)CC(=O)Nc1ccc(F)c(F)c1F | -0.6 | -6
COc1ccc(N(CCC#N)S(=O)(=O)c2cccc3nsnc23)cc1 | 2.2 | -4

# With a hit mark in SUMO Mot1 rescue (from the list above):
SMILES | OPRM1-OPRD1 ag | PKA-R1A activ | SUMO Mot1 rescue | PKA-R2B activ | OPRM1-OPRD1 inv | phage Ecoli inh | Tat export inh
Cc1ccc(C(C)C)cc1OCCCCN1CCCC1 | 1.1 | 5 | 320* | -7 | -6 | 1.2 | 2
